From PubChem BioAssay
NPY-Y1 PAM-ag: NPY-Y1 receptor potentiators or agonists, primary screen, cell-based | activation, % at 3.6 µM | NPY-Y1 expressing cells, potentiator/agonist activation | hit rate 0.37% among 220,000 | Neuropeptide Y receptor type 1 (Homo sapiens), P25929; in the data active = activation above about 33%, passing the limit was not always enough;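 also: cells stimulated with NPY at EC10 then isoproterenol at EC100; 0% = low agonist plus stimulus and 100% = saturating agonist plus stimulus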
NPY2 pot ag: NPY-Y2 potentiators or agonists, primary screen, cell-based; cells expressing NPY-Y2, potentiator/agonist read-out; activation, % at 3.6 µM; hit rate 0.45% among 220,000; in the data active = activation above about 27%;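 also: cells stimulated with NPY near EC25 plus isoproterenol at EC100; 0% = vehicle plus submaximal agonist and 100% = vehicle plus saturating agonist; some results beyond the cut were filed as inactive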
p97 inhibitor: inhibitors of human p97 ATPase, primary screen, biochemical | Transitional endoplasmic reticulum ATPase (Homo sapiens), P55072 | inhibition, % at 8 µM | recombinant p97 ATPase, Kinase-Glo ATP luminescence, 3 h | hit rate 0.42% among 220,000 | AID 1481, 2009; in the data active = inhibition above about 15%;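 also: 0% = DMSO vehicle and 100% = wells lacking enzyme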
Target sequence (P55072 whole entry, looked up): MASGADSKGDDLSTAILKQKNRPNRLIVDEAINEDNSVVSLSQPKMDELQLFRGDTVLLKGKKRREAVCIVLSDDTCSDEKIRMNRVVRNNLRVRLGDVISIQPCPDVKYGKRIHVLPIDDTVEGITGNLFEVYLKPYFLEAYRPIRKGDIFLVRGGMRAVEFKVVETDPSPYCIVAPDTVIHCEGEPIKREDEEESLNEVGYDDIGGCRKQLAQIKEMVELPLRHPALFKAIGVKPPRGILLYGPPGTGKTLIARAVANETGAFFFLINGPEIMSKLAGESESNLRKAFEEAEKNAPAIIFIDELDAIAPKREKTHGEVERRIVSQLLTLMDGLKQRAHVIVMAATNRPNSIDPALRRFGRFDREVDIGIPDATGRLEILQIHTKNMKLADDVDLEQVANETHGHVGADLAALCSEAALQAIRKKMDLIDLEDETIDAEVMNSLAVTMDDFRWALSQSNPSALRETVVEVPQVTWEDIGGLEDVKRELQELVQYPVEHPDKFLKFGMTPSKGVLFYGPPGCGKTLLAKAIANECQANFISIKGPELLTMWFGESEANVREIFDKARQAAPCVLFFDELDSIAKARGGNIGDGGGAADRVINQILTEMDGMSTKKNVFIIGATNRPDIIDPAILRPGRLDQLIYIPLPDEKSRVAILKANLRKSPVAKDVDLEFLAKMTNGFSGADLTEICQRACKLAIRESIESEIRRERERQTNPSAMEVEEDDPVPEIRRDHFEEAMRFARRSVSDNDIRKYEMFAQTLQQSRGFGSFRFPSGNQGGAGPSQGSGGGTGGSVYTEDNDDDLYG
eIF4E 4G PPI: eIF4E–eIF4G protein interaction inhibitors, primary screen, biochemical, uHTS, TR-FRET, eIF4GI fragment. Eukaryotic translation initiation factor 4E (Mus musculus) + Eukaryotic translation …. hit rate 0.37% among 220,000. inhibition, % at 21.7 µM. TR-FRET eIF4E-eIF4GI(517-606) binding, 2 h;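 active = inhibition above about 30%, limit read from the data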;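 also: 0% = full FRET control wells and 100% = background wells lacking eIF4GI fragment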
EP2 modulator: EP2 receptor modulators, cAMP readout, primary screen, cell-based, HTRF cAMP, PGE2 stimulation. Prostaglandin E2 receptor EP2 subtype (Homo sapiens), P43116. EP2-expressing cells, cAMP HTRF FRET, PGE2 co-stimulation. induction, % at 25 µM. hit rate 0.83% among 260,000. AID 940, 2007;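 active = compounds whose cAMP rise, as percent of the full-agonist control response, exceeds 60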;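 also: rat C6 glioma line stably carrying human EP2 under a CMV promoter; the protocol text gives 20 µM as final concentration; 100% = response of wells given 1 µM PGE2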
EP2 antag: human EP2 receptor antagonists, primary screen, TR-FRET cAMP, C6 glioma cells; Prostaglandin E2 receptor EP2 subtype (Homo sapiens), P43116; C6 glioma cells expressing human EP2; cells stimulated with saturating PGE2; inhibition, % at 25 µM; hit rate 0.52% among 260,000;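 active = percent inhibition above 40 after rounding to a whole number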;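 also: rat C6 glioma host cells with rolipram phosphodiesterase inhibitor present; the protocol text gives 20 µM as final concentration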
S1P4 antagonist: S1P4 receptor antagonists, primary screen, cell-based. Sphingosine 1-phosphate receptor 4 (Homo sapiens), O95977. S1P4-expressing cells, antagonist mode, reporter read-out. hit rate 0.26% among 220,000. AID 1510, 2009. inhibition, % at 4.98 µM; in the data active = inhibition above about 29%;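 also: 0% = wells stimulated with agonist and 100% = vehicle wells without agonist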
NPY Y1 blocker: NPY-Y1 receptor antagonists, primary screen, cell-based; HEK293-CNG Y1 cells, membrane potential fluorescence; NPY at EC95, then isoproterenol; hit rate 1% among 200,000; Neuropeptide Y receptor type 1 (Homo sapiens), P25929; inhibition, % at 3.6 µM;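 active = inhibition above the campaign mean inhibition of all tested compounds plus 3 SD, cut at about 20% in these data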;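 also: 0% = DMSO wells given NPY plus isoproterenol and 100% = isoproterenol alone without NPY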
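System: HEK293 cells with Y1 receptor plus CNG channel / Probe or stimulus: NPY 25 nM then isoproterenol 1 µM plus Ro 20-1724 25 µM / Compound: one concentration, 3.6 µM, in 0.4% DMSO / Schedule: compound incubation 1 h at room temperature, readout 45 min post-stimulation / Measured by: membrane potential fluorescence / Read-out: % inhibition of NPY effect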
S1P4 ag: S1P4 receptor agonists, primary screen, cell-based | hit rate 0.35% among 220,000 | activation, % at 4.98 µM | S1P4-expressing cell line, agonist reporter assay | Sphingosine 1-phosphate receptor 4 (Homo sapiens), O95977 | AID 1509, 2009; in the data active = activation above about 11%;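 also: 0% = DMSO vehicle and 100% = reference agonist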
Numbers without * were called inactive; & = joins results of further samples; [ ] = dose if it differs, or a comment. Some of the compounds tested; the hit share may differ from the screen's.

What do the screens show for `O=S(=O)(NC1CCc2ccccc21)c1ccc(S(=O)(=O)N2CCCC2)cc1` (stereo not given)?
NPY-Y1 PAM-ag: 9; NPY2 pot ag: 8; p97 inhibitor: -4; eIF4E 4G PPI: -2; EP2 modulator: -7; EP2 antag: 5; S1P4 antagonist: -13; NPY Y1 blocker: 1; S1P4 ag: -1.7

How did CN1CCN(C(=O)C2(NC(=O)NCc3ccccc3)CCCCC2)CC1 do in these assays?
NPY-Y1 PAM-ag: -11; NPY2 pot ag: -12; p97 inhibitor: -6; eIF4E 4G PPI: -5[fluorescence artefact?]; EP2 modulator: 7; EP2 antag: 0; S1P4 antagonist: -2; NPY Y1 blocker: 4; S1P4 ag: -3.0

How did O=C(Cc1ccccc1)NC(NC(=O)Cc1ccccc1)c1cccc([N+](=O)[O-])c1 do in these assays?
NPY-Y1 PAM-ag: -9; NPY2 pot ag: -17; p97 inhibitor: -2; eIF4E 4G PPI: -4; EP2 modulator: 4; EP2 antag: 7; S1P4 antagonist: -20; NPY Y1 blocker: 6; S1P4 ag: 2.3

How did CN(Cc1nccn1C)C(=O)CC1C(=O)NCCN1Cc1cccc(Oc2ccccc2)c1 (stereo not given) do in these assays?
NPY-Y1 PAM-ag: 5; NPY2 pot ag: -2; p97 inhibitor: 2; eIF4E 4G PPI: 0; EP2 modulator: 16; EP2 antag: 7; S1P4 antagonist: 10; NPY Y1 blocker: -4; S1P4 ag: -0.6

How did O=C(CC1(O)C(=O)N(Cc2ccccc2)c2ccccc21)c1ccc2c(c1)OCO2 (stereo not given) do in these assays?
NPY-Y1 PAM-ag: 15; NPY2 pot ag: 12; p97 inhibitor: 2; eIF4E 4G PPI: 5; EP2 modulator: 6; EP2 antag: 7; S1P4 antagonist: 17; NPY Y1 blocker: 1; S1P4 ag: -1.3

How did Cc1ccc(-c2cc(C(=O)NCc3ccccn3)c3ccccc3n2)cc1C do in these assays?
NPY-Y1 PAM-ag: -36; NPY2 pot ag: -28; p97 inhibitor: -1; eIF4E 4G PPI: 15[fluorescence artefact?]; EP2 modulator: -6; EP2 antag: 13; S1P4 antagonist: 4; NPY Y1 blocker: 3; S1P4 ag: 1.2

Results for CC(C)CNC(=O)COC(=O)c1ccccc1OCC(=O)Nc1ccc(Br)cc1 ?
NPY-Y1 PAM-ag: -1; NPY2 pot ag: 0; p97 inhibitor: -4; eIF4E 4G PPI: 7; EP2 modulator: 13; EP2 antag: 7; S1P4 antagonist: -13; NPY Y1 blocker: 4; S1P4 ag: 2.1

Results for COc1ccc(NC(=O)CCC2CCCCC2)cc1S(=O)(=O)N1CCCCC1 ?
NPY-Y1 PAM-ag: 3; NPY2 pot ag: 2; p97 inhibitor: -7; eIF4E 4G PPI: 4[fluorescence artefact?]; EP2 modulator: -1; EP2 antag: 13; S1P4 antagonist: -9; NPY Y1 blocker: 8; S1P4 ag: 2.3

What do the screens show for `O=C(CN1C(=O)COc2ccccc21)N(Cc1ccccc1)Cc1ccccn1`?
NPY-Y1 PAM-ag: 9; NPY2 pot ag: 5; p97 inhibitor: -1; eIF4E 4G PPI: 11; EP2 modulator: -3&19; EP2 antag: 15&2; S1P4 antagonist: -22; NPY Y1 blocker: 3; S1P4 ag: 0.3

What do the screens show for `COC(=O)CCN(C1CCCCC1)S(=O)(=O)c1ccc(S(=O)(=O)N2CCCCC2)cc1`?
NPY-Y1 PAM-ag: 8; NPY2 pot ag: 11; p97 inhibitor: 4; eIF4E 4G PPI: -19; EP2 modulator: 24&-2; EP2 antag: 9&10; S1P4 antagonist: 3; NPY Y1 blocker: 6; S1P4 ag: 1.0

How did CCN(CC)C(=O)CN1C(=O)C2CC=C(Cl)CC2C1=O (stereo not given) do in these assays?
NPY-Y1 PAM-ag: 14; NPY2 pot ag: 16; p97 inhibitor: 2; eIF4E 4G PPI: 0; EP2 modulator: -5; S1P4 antagonist: -9; NPY Y1 blocker: -1; S1P4 ag: 0.4

What do the screens show for `Nc1nnnn1/N=C/c1ccccn1`?
NPY-Y1 PAM-ag: -6; NPY2 pot ag: 7; p97 inhibitor: -2; eIF4E 4G PPI: -4; EP2 modulator: 18; EP2 antag: 0; S1P4 antagonist: -17; NPY Y1 blocker: 3; S1P4 ag: -1.1

Results for COc1ccc(-n2c(O)c(/C=N/Nc3nc(C)cc(C)n3)c3ccccc3c2=O)cc1OC ?
NPY-Y1 PAM-ag: 5; NPY2 pot ag: 7; p97 inhibitor: 8; eIF4E 4G PPI: 1; EP2 modulator: -11; EP2 antag: 11; S1P4 antagonist: -4; NPY Y1 blocker: 1; S1P4 ag: 2.9

Results for O=C(COC(=O)CCOc1ccccc1)Nc1ncc(Cl)cc1Cl ?
NPY-Y1 PAM-ag: -27; NPY2 pot ag: 14; p97 inhibitor: 1; eIF4E 4G PPI: 6[fluorescence artefact?]; EP2 modulator: 16; EP2 antag: 9; S1P4 antagonist: -4; NPY Y1 blocker: 4; S1P4 ag: 0.3

Results for CCS(=O)(=O)Nc1ccc(-c2nnc(SCC(=O)OC)o2)cc1 ?
NPY-Y1 PAM-ag: 26; NPY2 pot ag: 24; p97 inhibitor: 4; eIF4E 4G PPI: 1; EP2 modulator: -3; EP2 antag: 8; S1P4 antagonist: -14; NPY Y1 blocker: -9; S1P4 ag: 0.4

Results for O=C(O)CCC(=O)NNC(=O)c1ccc(Br)cc1 ?
NPY-Y1 PAM-ag: -2; NPY2 pot ag: -1; p97 inhibitor: 4; eIF4E 4G PPI: 6[fluorescence artefact?]; EP2 modulator: 4; EP2 antag: 8; S1P4 antagonist: -24; NPY Y1 blocker: -1; S1P4 ag: -2.1

How did CN(C)C(=O)c1nnsc1Sc1ccc(Cl)cc1 do in these assays?
NPY-Y1 PAM-ag: 13; NPY2 pot ag: 1; p97 inhibitor: 3; eIF4E 4G PPI: 5; EP2 modulator: 31; EP2 antag: 16; S1P4 antagonist: -12; NPY Y1 blocker: 4; S1P4 ag: -0.1

Results for CN(CCCN1CCOCC1)Cc1cn(C)nc1-c1ccccc1F ?
NPY-Y1 PAM-ag: 3; NPY2 pot ag: 1; p97 inhibitor: 4; eIF4E 4G PPI: 2; EP2 modulator: 5; EP2 antag: 5; S1P4 antagonist: -6; NPY Y1 blocker: -4; S1P4 ag: -1.0

Results for N#CCCN(CCC#N)c1nnc(-c2ccccc2)s1 ?
NPY-Y1 PAM-ag: -13; NPY2 pot ag: -2; p97 inhibitor: -1; eIF4E 4G PPI: 0; EP2 modulator: 3; EP2 antag: 13; S1P4 antagonist: -12; NPY Y1 blocker: 3; S1P4 ag: 0.7

Results for O=c1c2ccccc2nc(SCc2ccccc2)n1CC1CCCO1 (stereo not given) ?
NPY-Y1 PAM-ag: -51; NPY2 pot ag: -51; p97 inhibitor: -2; eIF4E 4G PPI: -8; EP2 modulator: 34&34; EP2 antag: 18&8; S1P4 antagonist: 9; S1P4 ag: -0.6

Looked up by structure from the entries so far (3):
Results for CC(C)CNC(=O)COC(=O)c1ccccc1OCC(=O)Nc1ccc(Br)cc1 ?
NPY-Y1 PAM-ag: -1; NPY2 pot ag: 0; p97 inhibitor: -4; eIF4E 4G PPI: 7; EP2 modulator: 13; EP2 antag: 7; S1P4 antagonist: -13; NPY Y1 blocker: 4; S1P4 ag: 2.1

How did O=C(Cc1ccccc1)NC(NC(=O)Cc1ccccc1)c1cccc([N+](=O)[O-])c1 do in these assays?
NPY-Y1 PAM-ag: -9; NPY2 pot ag: -17; p97 inhibitor: -2; eIF4E 4G PPI: -4; EP2 modulator: 4; EP2 antag: 7; S1P4 antagonist: -20; NPY Y1 blocker: 6; S1P4 ag: 2.3

What do the screens show for `O=S(=O)(NC1CCc2ccccc21)c1ccc(S(=O)(=O)N2CCCC2)cc1` (stereo not given)?
NPY-Y1 PAM-ag: 9; NPY2 pot ag: 8; p97 inhibitor: -4; eIF4E 4G PPI: -2; EP2 modulator: -7; EP2 antag: 5; S1P4 antagonist: -13; NPY Y1 blocker: 1; S1P4 ag: -1.7

(continued)
What do the screens show for `CCCCCCCC[n+]1cccc2c3ccccc3ccc21`?
NPY-Y1 PAM-ag: -18; NPY2 pot ag: -6; p97 inhibitor: 0; eIF4E 4G PPI: 3; EP2 modulator: -68; EP2 antag: 8; S1P4 antagonist: -16; NPY Y1 blocker: 51*; S1P4 ag: 0.5

What do the screens show for `CN1CCN(c2nc(N3CCN(c4ccccc4)CC3)ncc2F)CC1`?
NPY-Y1 PAM-ag: -15; NPY2 pot ag: -9; p97 inhibitor: -9; eIF4E 4G PPI: 3[fluorescence artefact?]; EP2 modulator: -20; EP2 antag: 5; S1P4 antagonist: -23; NPY Y1 blocker: 7; S1P4 ag: -1.3

What do the screens show for `CN(C)C(=O)c1cn(-c2ccccc2)nc1-c1cccs1`?
NPY-Y1 PAM-ag: 14; NPY2 pot ag: 2; p97 inhibitor: 3; eIF4E 4G PPI: 11; EP2 modulator: 26; EP2 antag: 10; S1P4 antagonist: 2; NPY Y1 blocker: 2; S1P4 ag: 1.3

How did O=C(CSc1nc(C2CCCCC2)nc2ccccc12)NCc1ccc2c(c1)OCO2 do in these assays?
NPY-Y1 PAM-ag: -8; NPY2 pot ag: -6; p97 inhibitor: 8; eIF4E 4G PPI: 6; EP2 modulator: 42; EP2 antag: 10; S1P4 antagonist: -6; NPY Y1 blocker: 10; S1P4 ag: -4.0

Results for O=C(CN1CCN(c2ccccc2F)CC1)N1N=CCC1c1ccccc1 (stereo not given) ?
NPY-Y1 PAM-ag: 12; NPY2 pot ag: -3; p97 inhibitor: -6; eIF4E 4G PPI: 3[fluorescence artefact?]; EP2 modulator: 3; EP2 antag: 0; S1P4 antagonist: -9; NPY Y1 blocker: 3; S1P4 ag: -2.9

What do the screens show for `O=C(c1ccc(Sc2ccc(F)cc2)c([N+](=O)[O-])c1)N1CCOCC1`?
NPY-Y1 PAM-ag: 4; NPY2 pot ag: 2; p97 inhibitor: 3; eIF4E 4G PPI: -3; EP2 modulator: -33; EP2 antag: 6; S1P4 antagonist: -17; NPY Y1 blocker: 1; S1P4 ag: 1.5

How did O=C(CN1C(=O)CNC1=O)Nc1cccc(C(F)(F)F)c1 do in these assays?
NPY-Y1 PAM-ag: 3; NPY2 pot ag: 1; p97 inhibitor: -2; eIF4E 4G PPI: -5[fluorescence artefact?]; EP2 modulator: -44; EP2 antag: 11; S1P4 antagonist: -14; NPY Y1 blocker: -3; S1P4 ag: 3.4
